Screening results: PubChem, several laboratories
Fh CTSL1 inh = blocks F. hepatica cathepsin L1 in PFM18AAP counter-screen | recombinant F. hepatica cathepsin L1, Z-Leu-Arg-MCA fluorescence | inhibition, % at 5.96 µM | hit rate 0.49% among 300,000 | AID 1906;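 active = inhibition above the mean of all tested compounds plus 3 SD, set per screening campaign, cut at about 17% in these data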;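 also: 0% = plate median of test compound wells and 100% = 1 µM Z-Phe-Ala-diazomethylketone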
HCV core dimer = blocks dimerization of HCV core protein; TR-FRET GST/Flag-core106 dimerization, 1536-well; inhibition, % at 5 µM; hit rate 0.33% among 300,000;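 active = inhibition above the mean of all tested compounds plus 3 SD, set per screening campaign, cut at about 45% in these data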
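Assay system: GST-tagged and Flag-tagged HCV core protein residues 1-106 / Times: compound-protein-antibody incubation 4 h at 22.5 °C / Signal: time-resolved FRET, ex 340 nm, em 617 and 671 nm / Evaluation: % inhibition based on acceptor/donor emission ratio / Benchmarks: wells lacking GST-core106 and wells with excess unlabelled core106 / Repeats: singlicate, one well per compound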
PREPL inh = inhibitors of human prolyl oligopeptidase-like enzyme PREPL | recombinant PREPL, fluorescence polarization activity-based probe | hit rate 0.68% among 320,000 | inhibition, % at 5.96 µM | Q4J6C6; in the data active = inhibition above about 43%;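 also: 0% = enzyme with DMSO and 100% = wells lacking enzyme; many of its hits are not listed in these tables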
TPT1 inh = inhibitors of Candida albicans tRNA 2'-phosphotransferase TPT1 | inhibition, % at 5 µM | hit rate 0.81% among 300,000 | recombinant caTPT1, FP RNA substrate dephosphorylation;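 active = inhibition above the mean of all tested compounds plus 3 SD, set per screening campaign, cut at about 24% in these data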;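 also: plate controls were DMSO alone for no effect and ferristatin control at 100 nM for full effect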
GASC-1 inh = human JMJD2C demethylase inhibition; hit rate 0.069% among 330,000; inhibition, % at 2.35 µM; AID 2099; GST-JMJD2C(1-420) H3K9me3 demethylation, DELFIA europium;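 active = more than half of a compound's replicate wells show inhibition beyond 50%, single wells judged on their own value; inconclusive = some, but no more than half, of replicates pass 50% inhibition; inactive = no replicate passes 50% inhibition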;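 also: signal counts dimethyl H3K9 product captured on neutravidin plate; 0% = median of DMSO wells and 100% = 0.3 times that DMSO median; strong numbers were not always called active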
Target sequence (Q9H3R0 1-420 limits assumed): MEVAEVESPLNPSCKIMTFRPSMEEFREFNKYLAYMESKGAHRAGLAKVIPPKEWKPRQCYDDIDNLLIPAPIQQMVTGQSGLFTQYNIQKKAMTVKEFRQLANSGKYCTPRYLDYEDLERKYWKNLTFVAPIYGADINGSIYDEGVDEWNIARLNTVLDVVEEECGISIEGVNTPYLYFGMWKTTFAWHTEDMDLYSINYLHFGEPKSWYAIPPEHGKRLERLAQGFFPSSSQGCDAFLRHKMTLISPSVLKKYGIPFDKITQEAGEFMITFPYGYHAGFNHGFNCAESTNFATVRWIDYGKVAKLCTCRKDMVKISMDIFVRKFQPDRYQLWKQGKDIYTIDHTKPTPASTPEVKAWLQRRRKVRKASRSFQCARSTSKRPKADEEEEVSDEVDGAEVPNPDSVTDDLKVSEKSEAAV
PP1 counter = PP1-alpha (human) inhibition in PP5 counter-screen; purified PP1alpha, OMFP fluorescence; inhibition, % at 6.7 µM; hit rate 0.9% among 320,000; AID 2235;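 active = inhibition above the mean inhibition of all tested compounds plus 3 SD, computed separately for each screening campaign, cut at about 15% in these data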
Target sequence (P62136 whole entry, looked up): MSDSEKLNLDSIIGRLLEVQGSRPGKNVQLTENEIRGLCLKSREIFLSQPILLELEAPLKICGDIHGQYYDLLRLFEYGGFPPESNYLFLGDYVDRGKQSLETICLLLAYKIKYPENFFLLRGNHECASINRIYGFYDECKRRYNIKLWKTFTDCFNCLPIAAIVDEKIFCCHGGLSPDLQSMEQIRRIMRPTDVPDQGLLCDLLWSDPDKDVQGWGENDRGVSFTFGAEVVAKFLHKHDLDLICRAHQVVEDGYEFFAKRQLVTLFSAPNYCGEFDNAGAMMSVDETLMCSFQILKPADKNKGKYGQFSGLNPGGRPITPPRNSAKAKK
Efflux pump inh = blocks antifungal efflux pumps in multiplex yeast assay; S. cerevisiae Candida pump triplex, Nile Red efflux; AID 485275; hit rate 0.44% among 330,000; inhibition, % at 10 µM;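 active = plate passing quality check with inhibition over a set limit, or well fluorescence over plate mean plus 4 SD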;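 also: Nile Red retained in pooled yeast measured as flow cytometry median fluorescence; 0% = buffer negative control and 100% = Enniatin B positive control; higher means more Nile Red kept so more efflux inhibition; some compounds called inactive have numbers as strong as hits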
LYPLA2 inh = blocks human lysophospholipase 2, a PME1 counter-screen; recombinant LYPLA2, FP-Rh probe fluorescence polarization; AID 2177; hit rate 0.38% among 320,000; inhibition, % at 5.9 µM;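 active = inhibition above the screen-wide mean plus 3 SD, limit set per campaign, cut at about 26% in these data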;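 also: 0% = LYPLA2 with DMSO and 100% = wells lacking LYPLA2 enzyme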
Target sequence (O95372 whole entry, looked up): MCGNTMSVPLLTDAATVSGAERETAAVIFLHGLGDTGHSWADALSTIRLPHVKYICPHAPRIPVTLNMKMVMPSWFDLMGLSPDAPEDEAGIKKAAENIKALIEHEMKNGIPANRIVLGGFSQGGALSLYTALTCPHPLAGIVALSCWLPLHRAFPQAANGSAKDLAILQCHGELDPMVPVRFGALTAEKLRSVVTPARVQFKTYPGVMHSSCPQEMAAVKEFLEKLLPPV
PP5 primary = inhibitors of human protein phosphatase 5 (PP5) | P53041 | purified PP5c, OMFP substrate fluorescence | inhibition, % at 6.7 µM | hit rate 0.18% among 320,000;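 active = inhibition above the campaign's mean inhibition across all tested compounds plus 3 SD, cut at about 9.5% in these data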;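 also: 0% = DMSO only and 100% = 100 µM cantharidin control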
* = called active by the depositor; ? = inconclusive; nt = no result given; & = joins results of further samples.

Value order – Fh CTSL1 inh	HCV core dimer	PREPL inh	TPT1 inh	GASC-1 inh	PP1 counter	Efflux pump inh	LYPLA2 inh	PP5 primary
CC(=O)Nc1c(O)[nH]c2ccccc12
 : -1	-7	3	2	-3	-3	0.0	2	-0.5
O=C(Nc1ccc(F)c(Cl)c1)c1ccc2c(c1)OCO2
 : -4	1	2	-4	4	0	0.0	-5	-1.6
CCc1nc(N2CCC3(CC2)OCCO3)c2nnn(Cc3ccccc3)c2n1
 : 2	2	4	-2	-3	-1	0.2	-1	3.4
CC(=C/c1ccccc1)/C=N/n1c(-c2ccco2)n[nH]c1=S
 : 2	6	3	2	4	1	0.3	6	0.5
Cc1ccc(C)c(N(C(=O)CNC(=O)c2ccco2)C(C(=O)NC2CCCCC2)c2cccnc2)c1 (configuration not stated)
 : -2	-1	1	-7	-7	6	0.1	8	0.6
COc1cc(S(=O)(=O)Nc2ccc(C)cc2)ccc1NC(=O)c1ccncc1
 : 5	1	-6	1	9	-2	0.1	1	-1.0
Cc1noc(NS(=O)(=O)c2ccc(NC(=O)C(F)(F)C(F)(F)C(F)(F)F)cc2)c1C
 : -1	-3	12	-3	nt	1	0.4	4	1.4
O=C(COC(=O)C12CC3CC(CC(C3)C1)C2)Nc1ccc([N+](=O)[O-])cc1Br
 : -4	8	-4	2	-6	-1	0.4	1	-4.2
O=C(O)c1cc(N/N=C/c2ccc(-c3ccc(F)cc3)o2)ccc1Cl
 : 1	-1	15	0	23	4	-0.3	-2	1.4
CN(C(=O)COC(=O)c1cc(F)c(F)cc1Cl)c1ccccc1
 : 2	3	38	-3	-12	-3	-0.1	4	0.1
Cc1cc(NC(=O)CN2CCN(c3ccccc3O)CC2)no1
 : -1	1	5	3	-14	2	0.0	-4	-1.1
Cc1cc(-c2onc3ccc(Cl)cc23)ccc1O
 : 0	-11	3	0	-17	0	0.2	-1	1.5
O=S(=O)(c1ccc(N2CCCC2)nc1)N1CCOCC1
 : -4	-1	9	0	5	-1	-0.1	3	-1.0
CCCCOCCCNC(=O)c1cccc(OC)c1
 : 0	3	6	0	-8	-4	0.0	-4	-4.1
CCCCCN(C(=O)CCC(=O)OCc1cccc(C(F)(F)F)c1)c1c(N)n(CCCC)c(=O)[nH]c1=O
 : 3	2	1	-1	4	-2	-0.1	4	3.0
COC(=O)c1c(Cc2ccccc2Cl)c[nH]c1C
 : 2	-4	7	5	16	-3	0.2	-2	2.6
CCC(CC)C(=O)N1N=C(c2ccc(NS(C)(=O)=O)cc2)CC1c1ccc(C)cc1 (configuration not stated)
 : 7	8	3	-2	-8	5	0.1	1	5.4
CCOC(=O)c1sc2nc(Cc3ccc(Cl)cc3)[nH]c(=S)c2c1C
 : 0	19	-15	-3	1	2	0.1	-2	-0.6
CN(CCCC1CCCC1)C(=O)CC1C(=O)NCCN1Cc1cccc(F)c1F (configuration not stated)
 : 6	9	14	0	13	0	-0.1	1	3.4
Cc1nn(-c2ccccc2)c2c1C(c1cccnc1)N1C=C(S(=O)(=O)N3CCCCC3)C=CC1=N2 (configuration not stated)
 : 0	5	10	0	31	4	-0.1	-3	0.6

Additional results follow.
Value order – Fh CTSL1 inh	HCV core dimer	PREPL inh	TPT1 inh	GASC-1 inh	PP1 counter	Efflux pump inh	LYPLA2 inh	PP5 primary
Cc1ccc(N(C(=O)C(F)(F)F)C(C(=O)NC2CCCCC2)c2cccs2)cc1C (configuration not stated)
 : -2	5	-1	2	2	-4	0.0	7	3.1
O=C(O/N=C1\CCCc2ccccc21)C1CC1
 : -21	0	3	-1	4	-1	0.0	0	-0.9
CCCCOc1ccc(/C=C/C(=O)OCC(=O)N2CC(=O)Nc3ccccc32)cc1OCC
 : 0	8	-16	4	4	2	0.0	-9	5.3
COCc1cc(C)nc(OC)c1C(N)=O
 : -2	-5	6	-5	-3	0	-0.2	4	1.7
CC(C)CNC(=S)NNC(=O)c1csc2c1CCCC2
 : -2	-2	12	-5	1	3	0.6	13	3.8
CCSC1=NCCN1C(=O)Cc1ccc(-c2ccccc2)cc1
 : -4	4	5	-3	2	0	0.2	0	0.3
Cc1csc(SCC(=O)Nc2oc(C)c3c(C)n[nH]c(=O)c23)n1
 : 0	-4	-5	-4	-5	-2	0.1	1	-0.8
CC1=C(C#N)C(=O)OC(C)(C)C1
 : 2	-15	18	-24	25	0	-0.1	15	0.6
Cc1nc2c(-c3ccccc3)c(C)[nH]n2c(=O)c1Cc1ccccc1
 : 2	6	-6	5	13	4	0.0	0	3.0
O=C(CNC(=O)c1ccccc1Br)N/N=C\c1cc([N+](=O)[O-])cc(Br)c1O
 : 2	3	-2	4	4	5	0.0	-4	2.1
S=C(NCc1cccs1)Nc1ccccc1
 : 0	-1	15	0	4	-5	-0.3	-3	1.8
O=C(CN1C(=O)NC2NC(=O)NC21)N/N=C/c1ccccc1O (configuration not stated)
 : 0	-6	-6	-1	2	-2	0.0	2	2.1
CC(C)(C)NC(=O)CC(CC(=O)O)c1ccccc1 (configuration not stated)
 : -2	1	-8	-6	-7	-9	-0.1	6	1.0
COc1ccc(CNC(=O)Cn2nc(C)c3c(C)n(-c4ccc(C)cc4)nc3c2=O)cc1OC
 : -3	5	6	-2	11	-2	0.1	1	1.4
CN(C)S(=O)(=O)c1ccc(N2CCOCC2)c(C(=O)O)c1
 : -2	-1	-4	0	1	-6	-0.1	2	-0.5
COc1cccc(NC(=O)CN(C)C(=O)c2ccc(OCc3ccccc3)c(OC)c2)c1
 : 7	1	1	2	3	-1	0.3	-3	-0.6
COCCn1c(Cc2ccccc2)nnc1SCc1nc2ccccc2c(=O)[nH]1
 : 0	-1	-6	3	0	-1	0.0	2	3.2
O=C(NCC1CCCO1)c1ccc(Br)c(S(=O)(=O)N2CCOCC2)c1 (configuration not stated)
 : nt	nt	6	nt	5	-3	24*	6	-1.2
COc1ccc(C(=O)N(c2ccc(OC)cc2)S(=O)(=O)c2cccs2)cc1
 : -1	12	9	1	2	4	-0.1	-1	1.9
CN(C)/C=C1\C(=O)ON=C1c1ccccc1
 : -2	-2	5	3	7	-3	0.1	1	2.3

Other results follow.
Value order – Fh CTSL1 inh	HCV core dimer	PREPL inh	TPT1 inh	GASC-1 inh	PP1 counter	Efflux pump inh	LYPLA2 inh	PP5 primary
CCOc1ccc(CC(=O)NNC(=O)/C=C/C(=O)O)cc1
 : 2	-6	-8	-3	4	-1	-0.1	4	2.5
Cc1nn2c(Nc3ccccc3)c3c(nc2c1-c1ccccc1)CCC3
 : 8	-4	-1	-2	8	3	0.1	6	0.2
COc1ccc(S(=O)(=O)NCC2CC3C=CC2C3)cc1OC (configuration not stated)
 : -2	1	-2	0	-3	2	0.0	2	1.5
CCOC(=O)c1cc(C(=O)Nc2cccc(C)c2)nn1C
 : -1	-7	2	-1	1	3	-0.1	5	3.4
CN1CCN(S(=O)(=O)c2cccc(C(=O)N(C)Cc3cccs3)c2)CC1
 : nt	nt	4	nt	5	-7	-0.1	-4	-2.8
Cc1ccc(N2CC(NS(=O)(=O)c3cccs3)CC2=O)cc1C (configuration not stated)
 : 4	-1	-37	1	-23	0	0.2	3	2.4
N/C(=N\OC(=O)CC(c1ccccc1)c1ccccc1)c1cccnc1
 : 5	2	-5	-1	3	-2	-0.1	2	-1.6
C[C@H](NC(=O)C1CC(=O)N(c2ccc3c(c2)OCO3)C1)C(=O)NC1CCCC1 (some centres not stated)
 : 3	-2	-2	-3	2	-3	-0.1	0	0.7
CC(C)CN(CCCNC(=O)CC1Oc2ccccc2NC1=O)CC(C)C (configuration not stated)
 : -4	-3	8	2	0	-1	0.2	-1	3.0
CC1(C)Cc2c(sc(NC(=O)Nc3ccccc3)c2C(N)=O)CO1
 : -2	2	-1	6	-6	1	-0.1	4	11*
O=C(COC(=O)c1ccco1)NCc1ccco1
 : -10	-5	3	4	-6	-1	-0.1	-8	0.4
COC(=O)c1cc2n(n1)CCN(Cc1ccc(C)cc1)C2=O
 : -4	-7	9	2	-11	-1	-0.1	4	-1.4
COc1cccc(C(=O)N2CCN(C(=O)c3cccc4ccccc34)CC2)c1OC
 : 0	7	9	1	6	-1	0.0	-3	-2.0
Cc1ccc(C(=O)Nc2nnn(C)n2)cc1
 : -1	-10	1	-2	-4	-1	0.0	-4	0.0
CCc1ccc(OCC(=O)OC(C)C(=O)Nc2ccc(Cl)cn2)cc1 (configuration not stated)
 : nt	nt	1	nt	3	2	-0.1	-2	3.1
COc1cc(C(=O)NC2CCN(Cc3ccccc3)CC2)cc(Cl)c1OC
 : 5	-1	4	4	-12	-3	0.1	-4	-0.9
CCOC(=O)CN1C(=O)C(O)=C(C(C)=O)C1c1ccccc1 (configuration not stated)
 : -1	7	-2	1	-3	5	-0.1	1	1.7
CC(C)[C@H]1C(=O)Nc2ccccc2N1C(=O)N[C@@H](Cc1ccccc1)C(=O)N[C@H](C(=O)O)c1ccccc1
 : 2	-6	-9	1	2	-2	0.1	6	4.8
CCc1nccn1S(=O)(=O)c1ccc(OC)c(OC)c1
 : -1	-10	-2	-6	6	-1	-0.1	6	0.9
Cc1onc(-c2ccccc2Cl)c1C(=O)NCCCc1ccccc1
 : -2	-8	-19	-3	-3	1	-0.1	1	4.2

(more compounds)
Value order – Fh CTSL1 inh	HCV core dimer	PREPL inh	TPT1 inh	GASC-1 inh	PP1 counter	Efflux pump inh	LYPLA2 inh	PP5 primary
O=C(c1ccc(-c2ccccc2)cc1)c1ccccc1C(=O)N1CCOCC1
 : 3	5	46*	-1	-1	1	0.0	6	0.5
COc1ccc(C(c2sc3nc(C)nn3c2O)N2CCC3(CC2)OCCO3)cc1 (configuration not stated)
 : 2	1	14	4	-18	3	0.3	8	0.8
O=C(NCc1ccc2c(c1)OCO2)c1n[nH]c(=O)c2ccccc12
 : -2	1	0	-1	-13	-3	0.0	-3	2.4
O=C(Nc1ccc(O)cc1)c1ccc2c(c1)C(=O)N(Cc1ccccc1)C2=O
 : 1	0	9	-5	0	-1	-0.2	4	0.2
C=CCn1c(SCC(=O)OCC)nc(C(F)(F)F)cc1=O
 : -1	-5	1	-2	-7	-2	0.0	1	4.0
CCC(c1nnnn1CCOC)N(Cc1cc2cc(C)c(C)cc2[nH]c1=O)CC1CCCO1 (configuration not stated)
 : -2	-3	18	-3	8	1	-0.2	12	1.6
Cc1nn(-c2ccccc2)c(Cl)c1C(=O)N1CCN(c2ncnc3c2cnn3-c2ccccc2)CC1
 : 0	11	10	1	2&-1	-1	0.0	-1	3.2
CC(O)c1cccc(N=Cc2ccc3ccccc3c2O)c1 (configuration not stated)
 : 5	13	-3	-4	6	0	-0.1	0	-3.9
COc1cc(CNCCCN2CCOCC2)cc(Cl)c1OCC(=O)NC(C)(C)C
 : 1	-3	1	-2	-2	-2	0.0	-1	-1.3
CC(C)Oc1ccc(C(=O)NCCCNC(=O)c2cccnc2)cc1
 : -1	3	3	1	-20	-1	0.0	6	0.8
Cc1c(/C(O)=C2/C(=O)C(=O)N(Cc3cccnc3)C2c2cccs2)cnn1-c1ccccc1 (configuration not stated)
 : 5	7	5	0	6	-1	-0.1	2	0.8
Cc1nc(N2CCN(C(=O)COc3ccccc3)CC2)c2c(C)c(C)sc2n1
 : 1	6	-6	-2	?	-10	0.0	-8	-3.9
Cc1cccc(C)c1NC(=O)CSc1nnc(-c2ccoc2C)n1C
 : 0	-10	-4	-5	-3	-4	0.0	11	-0.2
COc1ccc(NC(C)=O)cc1NC(=O)c1ccc(Cl)cc1
 : 2	-7	2	-2	4	-1	0.0	-4	0.0

Only part of the results is shown. The share of hits here may be higher or lower than overall.
